Tb MetRS inh: blocks T. brucei methionyl-tRNA synthetase activity; purified T. brucei MetRS, ATP depletion, Kinase-Glo luminescence; inhibition, % at 11.9 µM; actives 0.4% (n = 360,000);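 active = inhibition above a per-plate cutoff of the control wells' mean inhibition plus 3 SD, cut at about 5.5% in these data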;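 also: 0% = DMSO wells median and 100% = median of wells with control inhibitor compound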
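Material: parasite MetRS enzyme / Replication: singlicate, one well per compound / Signal: luminescence of leftover ATP / Schedule: 2 h aminoacylation at 25 °C after 15 min preincubation / Medium: HEPES-MgCl2-KCl buffer plus DTT, spermine, BSA, pyrophosphatase / Doses: 11.9 µM single point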
Rpn11 block: blocks the human proteasome subunit Rpn11 | O00487 | human 26S proteasome, Ub4-pepOG fluorescence polarization; 20S core pre-blocked with epoxomicin | calls only at 20 µM | actives 0.59% (n = 360,000);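 active = inhibition at 20 µM, scaled to each plate's controls, above about 33%, limit read from the data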
LMPTP block: LMPTP (human) inhibition; AID 651560; recombinant LMPTP-A, OMFP fluorogenic substrate, fluorescence intensity; P24666; inhibition, % at 20 µM; actives 0.22% (n = 360,000);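 active = compounds that cut the enzyme signal by at least half of the control window in the single-dose screen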;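 also: plate controls were DMSO wells with enzyme plus substrate for no effect and substrate without enzyme for full effect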
Target sequence (P24666 whole entry, looked up): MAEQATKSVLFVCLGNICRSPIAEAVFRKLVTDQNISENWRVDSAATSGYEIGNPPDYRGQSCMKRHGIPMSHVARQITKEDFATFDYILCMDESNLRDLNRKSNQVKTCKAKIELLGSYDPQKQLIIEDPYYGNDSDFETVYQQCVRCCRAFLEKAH
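test system = LMPTP-A | amount = 0.625 nM LMPTP-A final | reagent = fluorogenic phosphatase substrate OMFP at 400 µM final | incubation = 50 min at room temperature | benchmarks = no-enzyme low control, uninhibited high control | medium = Bis-Tris pH 6.0, DTT, detergent | signal = fluorescence intensity of OMFP turnover product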
DNMT1 block: DNMT1 (human) enzyme inhibition; P26358; DNMT1 molecular beacon, Hinp1I cleavage, fluorescence; inhibition (reported as % activation of signal), % at 10 µM; actives 0.83% (n = 360,000); AID 588458; in the data active = inhibition above about 50%
STEP block: inhibitors of human striatal-enriched phosphatase STEP; recombinant STEP, OMFP fluorogenic substrate, fluorescence; P54829; inhibition, % at 20 µM; actives 0.25% (n = 360,000);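 active = inhibition at 20 µM, scaled per plate between control wells, above about 37%, limit read from the data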;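 also: 0% = DMSO with enzyme and substrate and 100% = substrate only without enzyme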
Target sequence (P54829 whole entry, looked up): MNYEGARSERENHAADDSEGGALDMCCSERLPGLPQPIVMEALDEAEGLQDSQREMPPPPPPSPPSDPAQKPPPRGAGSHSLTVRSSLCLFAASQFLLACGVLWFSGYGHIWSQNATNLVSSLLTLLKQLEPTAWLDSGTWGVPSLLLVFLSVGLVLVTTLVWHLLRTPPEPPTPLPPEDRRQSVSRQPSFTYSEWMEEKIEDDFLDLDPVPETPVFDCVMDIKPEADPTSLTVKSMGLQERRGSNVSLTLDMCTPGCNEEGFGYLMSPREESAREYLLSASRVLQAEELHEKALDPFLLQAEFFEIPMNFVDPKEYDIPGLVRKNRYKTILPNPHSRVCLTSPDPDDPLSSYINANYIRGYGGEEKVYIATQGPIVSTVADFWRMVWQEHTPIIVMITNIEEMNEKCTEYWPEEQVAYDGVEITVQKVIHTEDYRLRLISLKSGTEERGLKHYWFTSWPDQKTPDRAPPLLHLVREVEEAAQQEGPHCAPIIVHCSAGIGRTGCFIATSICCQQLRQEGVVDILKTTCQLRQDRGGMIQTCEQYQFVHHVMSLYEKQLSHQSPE
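Material: STEP (striatal-enriched tyrosine phosphatase) enzyme, cell-free | Medium: 50 mM Bis-Tris pH 6.0 with 2.5 mM DTT and 0.005% Tween 20 | Read-out: Percent inhibition scaled to no-enzyme and uninhibited-enzyme controls, plate-pattern corrected | Signal: Fluorescence read at 480 nm ex / 540 nm em | Times: 20 min reaction, room temperature, in the dark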
Scp-1 inhibitor: blocks human Scp-1 phosphatase activity | AID 493091 | actives 0.88% (n = 340,000) | Recombinant Scp1, phosphopeptide, malachite green phosphate absorbance | Q9GZU7 | inhibition, % at 20 µM;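 active = inhibition above about 50% at 20 µM, limit read from the data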;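 also: plate controls were DMSO wells with enzyme for no effect and wells lacking enzyme for full effect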
Target sequence (Q9GZU7 76-261 limits assumed): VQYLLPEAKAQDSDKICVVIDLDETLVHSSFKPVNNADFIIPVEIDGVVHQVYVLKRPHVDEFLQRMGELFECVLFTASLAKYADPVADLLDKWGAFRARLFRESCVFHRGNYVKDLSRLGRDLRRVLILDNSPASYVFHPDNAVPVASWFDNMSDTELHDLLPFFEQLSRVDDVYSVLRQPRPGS
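Times: enzyme reaction 45 min at room temperature, colour 5 min, stabilisation 30 min. Material: SCP-1 catalytic fragment, aa 76-261. Medium: Acidic Tris acetate buffer with magnesium and detergent. Signal: colorimetric free-phosphate detection, absorbance 630 nm. Read-out basis: % inhibition of SCP-1 phosphate liberation. Reagent: Phosphorylated 17-residue peptide substrate.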
MsrA inhibitor: inhibits bovine methionine sulfoxide reductase A | purified bovine MsrA, absorbance read-out | inhibition, % at 15.5 µM | AID 651718 | actives 0.75% (n = 360,000); in the data active = inhibition above about 4.5%;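 also: 0% = vehicle wells with enzyme and 100% = reference inhibitor wells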
CSN inh: inhibitors of human CSN-mediated cullin deneddylation; actives 0.38% (n = 360,000); inhibition, % at 12.5 µM; Q92905; Purified CSN, SCF-Nedd8-OG deneddylation, fluorescence polarization;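 active = pattern-corrected inhibition above about 35%, with an unprinted fluorescence ratio check between 0.5 and 1.5, limit read from the data, passing the limit was not always enough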;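 also: 0% = enzyme with substrate and 100% = substrate without enzyme; some results filed as inactive read as strong as hits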
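Assay system: purified human Csn5 enzyme expressed in HEK293T cells; measure: % inhibition; also added: SCFSkp2-Nedd8OG substrate at 10 nM final; technique: fluorescence polarization; times: reaction 90 min, room temperature; medium: Tris buffer pH 7.5, NaCl, DTT, Tween-20, trehalose, ovalbumin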
SUMO1-SIM PPI: alters human SUMO1 binding to SIM partners. P63165. inhibition, % at 20 µM. SUMO1 binding to a labelled peptide, TR-FRET, 1 h. AID 602429. actives 0.33% (n = 360,000); in the data active = inhibition above about 37%
Target sequence (P63165 whole entry, looked up): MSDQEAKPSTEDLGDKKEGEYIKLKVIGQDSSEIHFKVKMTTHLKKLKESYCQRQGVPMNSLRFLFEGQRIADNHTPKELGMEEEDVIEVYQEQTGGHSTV
NadD inh: NadD (S. aureus) enzyme inhibition; purified NadD enzyme, colorimetric absorbance read-out; inhibition, % at 20 µM; actives 0.78% (n = 360,000); AID 602399; in the data active = inhibition above about 26%; also: some compounds past the cut are filed as inactive
The depositor's hits bear a star; i = inactive; x = no result given; & = joins results of further samples. These rows are one share of the data. The share of hits here may be higher or lower than overall.

SMILES	Tb MetRS inh	Rpn11 block	LMPTP block	DNMT1 block	STEP block	Scp-1 inhibitor	MsrA inhibitor	CSN inh	SUMO1-SIM PPI	NadD inh
COc1ccc(-n2nc(C(=O)NCC(=O)N3CCC4(CC3)OCCO4)c3ccccc3c2=O)c(OC)c1	-0.6	i	-1.2	1	-1	-3	0.1	1	-1	0
CC1C=CCCC12C(=O)NC(=O)NC2=O (stereo not drawn)	0.0	i	-1.9	3	-2	5	0.0	-2	-3	3
COc1cc(CC2(CCc3ccncc3)C(=O)NC(=O)NC2=O)cc(OC)c1OC	-0.7	i	-0.2	3	1	-3	0.9	-22	1	0
Cc1cc(Oc2ccc(C(F)(F)F)cc2[N+](=O)[O-])c2c3c(c(=O)oc2c1)CCCC3	-1.1	i	0.9	37	2	1	-0.1	-1	0	11
CN1C(=O)c2ccccc2NC(=O)C1Cc1ccccc1 (stereo not drawn)	-2.6	i	3.0	0	3	-10	0.3	3	0	-6
CC(=O)N1N=C2C3CCN(CC3)C2C1c1ccc(C)cc1 (stereo not drawn)	-0.5	i	-0.8	3	4	-4	-1.4	-3	1	-7
CCCCCCC[n+]1ccc(-c2cc[n+](CCCCCCC)cc2)cc1	-0.6	i	2.6	-1	-1	25	1.4	-1	-34	19
O=S(=O)(c1cccc2ccccc12)N1Cc2ccccc2-n2nncc2C1	-0.4	i	1.6	1	0	x	-0.4	0	-10	5
CCOc1ccc2nc(N=Nc3c(O)[nH]c(=O)[nH]c3=O)sc2c1	0.2	i	5.7	2	7	-7	0.5	1	-63	-1
C=CCN1CC[C@]23c4c5ccc(O)c4OC2C(=O)CC[C@@]3(O)C1C5 (stereo partly drawn)	-0.5	i	-0.5	-1	-4	-3	1.8	-3	5	2
COc1cc(O)cc2c1C(=O)O[C@@H](C)CCCC(=O)CCCCC2	-0.7	i	-0.3	-1	-1	-1	-0.8	0	-1	3
O=C(CN1CC(c2ccccc2)CC1=O)NCc1ccc(F)cc1 (stereo not drawn)	2.0	i	-1.6	3	-3	2	0.0	-2	6	-1
COC(=O)C1=C(c2ccc(Cl)c(C(F)(F)F)c2)C[C@@H]2CC[C@H]1N2C	-0.5	i	-1.2	3	3	-3	-0.5	2	2	-7
Oc1ccc(Cl)c(Cl)c1	-0.4	i	-1.2	-2	-2	-12	-0.6	3	4	0
O=[N+]([O-])c1ccccc1CNCCc1ccc(F)cc1	0.1	i	-0.4	3	0	13	-0.3	5	-7	-9
CC(C)(C)P(=O)(c1ccncc1)N1CCCC1 (stereo not drawn)	-0.3	i	-0.7	1	-1	-1	-0.5	5	1	0
Cc1cc(O)c2c(c1)C(=O)C13C(=C2O)C(=O)[C@H]2[C@@H](O)[C@@H]1[C@H]1[C@H](O)[C@@H]3C(=O)C3=C(O)c4c(O)cc(C)cc4C(=O)C312 (stereo partly drawn)	0.1	i	5.7	18	1	1	x	-2	-10	4
Cc1cc(C(=O)CN2CCCC2)c(C)n1-c1ccc(F)cc1	-1.2	i	8.6	-5	3	-14	0.2	4	1	4
N=C1c2ccccc2CN1c1cccc([N+](=O)[O-])c1	-0.3	i	-1.7	5	-1	-6	0.7	-2	-19	-7
O=C1NC(=S)N(c2ccccc2)C(=O)C1C(c1ccncc1)C1C(=O)NC(=S)N(c2ccccc2)C1=O (stereo not drawn)	-0.4	i	-0.1	1	4	-4	1.9	2	3	-6
COc1ccc(N2C(=O)NC(=O)/C(=C\c3ccc([N+](=O)[O-])s3)C2=O)cc1	-0.3	i	5.9	16	6	3	2.7	3	21	9
Cc1ccccc1-n1c(C)nc2sccc2c1=O	-1.4	i	-1.8	0	0	5	-0.9	0	-1	-2
O=[N+]([O-])/C=C1\NCCN1Cc1ccc(Cl)nc1	-1.0&-0.6	i	-1.0&-1.2	-3&-2	0&-2	-4&8	2.0&2.7	-11&-1	2&3	1&1
O=C(c1cc(-c2ccncc2)nc2ccccc12)N1CCC2(CC1)OCCO2	-0.8	i	-1.1	2	0	-4	0.9	7	-8	-2
CC(C)(C)N1CC(C(=O)c2ccccc2)C1c1ccccc1 (stereo not drawn)	0.0	i	0.7	-4	2	5	-0.6	-2	-4	-4

Next structures follow.
SMILES	Tb MetRS inh	Rpn11 block	LMPTP block	DNMT1 block	STEP block	Scp-1 inhibitor	MsrA inhibitor	CSN inh	SUMO1-SIM PPI	NadD inh
c1ccc(N2Cc3ccccc3-n3nncc3C2)nc1	-0.4	i	-0.5	1	4	x	-1.1	1	8	4
CN1CCN(c2c(F)cc([N+](=O)[O-])c(N)c2Br)CC1	-0.3	i	0.5	-3	1	-5	1.3	4	-31	-11
CCOc1ccccc1CN1CCCC(C(=O)c2cc(F)ccc2F)C1 (stereo not drawn)	-1.1	i	-1.3	0	-1	-3	-1.6	-3	-1	4
CC1([N+](=O)[O-])COP(=O)(Nc2ccccc2F)OC1 (stereo not drawn)	-0.3	i	-2.5	-2	-3	5	-0.6	-1	-8	-4
COc1ccc(-n2c(O)c(C(C)=NCc3ccco3)c(=O)[nH]c2=O)cc1	-0.9	i	-1.8	6	0	-4	0.5	0	0	-1
CCOC(=O)C(O)(c1ccc(N)c(OC)c1)C(F)(F)F (stereo not drawn)	-0.4	i	-2.2	-5	-3	4	0.8	3	0	-3
CSc1nc(Cl)c(Br)c(N2CC2)n1	-0.2	i	0.3	-14	0	-10	1.7	2	3	1
O=C(c1cc(-c2cccnc2)nc2ccccc12)N1CCC2(CC1)OCCO2	-0.4	i	-1.3	3	0	-3	1.4	0	-4	-1
O=c1[nH]c(=O)n(Cc2ccccc2)c(O)c1/C=C1\C=Nc2ccccc21	0.2	x	2.3	4	-7	-8	0.0	5	5	7
O=C(O)c1ccc(N=Cc2c(O)n(Cc3ccc(F)cc3)c(=O)[nH]c2=O)cc1	-0.4	i	-2.3	-1	0	47	-0.2	35	31	0
CCN(CC)S(=O)(=O)N1CCC(C(=O)N2CCC3(CC2)OCCO3)CC1	-0.6	i	-0.1	1	0	-5	-0.5	2	2	0
CC(=O)Nc1ccccc1C(=O)OCc1ccc(C(=O)c2ccccc2)cc1	-1.2	i	2.1	-4	-1	-3	-0.5	1	-4	-9
CC[C@@H](O)C[C@H]1CCC[C@@]2(C[C@@H]3OC(=O)/C=C/[C@@](C)(O)[C@@H](O)[C@H](C)[C@@H](O)[C@H](OC4CCC(N(C)C)C(C)O4)[C@@H](O)[C@](C)(O)CCCCC/C=C/[C@@H]4CC(C)(C)O[C@@]4(O)C[C@H](O2)[C@H]3C)O1 (stereo partly drawn)	-0.3	i	-0.6	-8	-2	2	-0.7	-6	4	-7
CCn1ccnc1CN1CCCC(C(=O)c2cc(C)c(OC)c(C)c2)C1 (stereo not drawn)	-0.4	i	-0.8	2	1	-4	-0.8	-5	1	-8
Cc1cc(Br)ccc1N1C(=O)CC(=O)NC1=O	-0.4	i	1.1	3	1	-9	0.5	14	2	12
COc1ccc(-c2n(-c3ccccn3)c3ccccc3[n+]2-c2ccccn2)cc1	-0.7	i	-1.9	1	-1	-2	1.1	2	-1	-6
CC(C)C(O)(C(=O)OCC1=CCN2CCC(O)C12)C(C)O (stereo not drawn)	-0.6	i	-4.5	-1	-3	x	-0.7	-7	0	5
Nc1ccc2c(c1)oc1ccccc12	0.0	i	-1.8	-12	-2	-4	-0.1	4	0	-1
CC1([N+](=O)[O-])COP(=O)(Nc2ccc(F)cc2)OC1 (stereo not drawn)	-0.4	i	-1.3	1	0	0	-0.3	0	3	-1
COc1ccc(-c2cc(=NCCCCCC(=O)O)c3cc(C)ccc3o2)cc1	0.1&-1.2	i	0.2&1.5	5&3	-1&1	8&25	6.3*	5&6	-12&-12	8&8
CCOC(=O)C1(c2ccccc2)CCN(CCC(=O)Nc2cccc(Br)c2)CC1	-0.4	i	0.6	-2	2	-3	-1.0	3	3	-5
COc1cc(CN2CCCC(C(=O)c3sccc3C)C2)cc(Cl)c1O (stereo not drawn)	-0.8	i	-9.1	2	-3	1	1.9	-4	0	-7
O=c1[nH]c(O)c(/C=C2\C=NN=C2c2ccccc2)c(=O)[nH]1	-0.1	i	-1.3	6	3	9	-1.2	1	6	-2
N#Cc1c(/N=C/C2C(=O)NC(=S)NC2=O)sc2c1CCCC2	0.1	i	1.5	-2	-6	1	2.0	3	6	-4
CCCC[N+]1(C)[C@@H]2CC(OC(=O)[C@H](CO)c3ccccc3)C[C@H]1[C@@H]1O[C@@H]12 (stereo partly drawn)	-0.3	i	-1.0	-1	-2	-11	-0.1	-2	-2	-5

Pulled by structure from the entries so far:
SMILES	Tb MetRS inh	Rpn11 block	LMPTP block	DNMT1 block	STEP block	Scp-1 inhibitor	MsrA inhibitor	CSN inh	SUMO1-SIM PPI	NadD inh
CC(C)(C)N1CC(C(=O)c2ccccc2)C1c1ccccc1 (stereo not drawn)	0.0	i	0.7	-4	2	5	-0.6	-2	-4	-4
COc1ccc(-n2nc(C(=O)NCC(=O)N3CCC4(CC3)OCCO4)c3ccccc3c2=O)c(OC)c1	-0.6	i	-1.2	1	-1	-3	0.1	1	-1	0
COc1ccc(-n2c(O)c(C(C)=NCc3ccco3)c(=O)[nH]c2=O)cc1	-0.9	i	-1.8	6	0	-4	0.5	0	0	-1
Oc1ccc(Cl)c(Cl)c1	-0.4	i	-1.2	-2	-2	-12	-0.6	3	4	0

Later entries.
SMILES	Tb MetRS inh	Rpn11 block	LMPTP block	DNMT1 block	STEP block	Scp-1 inhibitor	MsrA inhibitor	CSN inh	SUMO1-SIM PPI	NadD inh
COC(=O)[C@H]1C[C@@H]1[C@H](NP(=O)(c1ccccc1)c1ccccc1)c1ccccc1	0.1	i	-0.2	4	-1	-9	0.2	1	-3	-3
Nc1c([N+](=O)[O-])cc(F)c(N2CCNCC2)c1Br	-0.3	i	2.3	0	3	-5	1.5	-2	-34	0
NC(=O)C1CCN(/C=C2\C(=O)NC(=O)N(Cc3ccco3)C2=O)CC1	0.5	i	9.1	52*	22	69*	-0.2	21	14	2
COc1cccc(C(=O)C2CCCN(Cc3cccc(C)n3)C2)c1 (stereo not drawn)	-0.5	i	0.7	-3	1	-8	0.1	-2	-14	-6
COc1cccc(C(=O)N2CCC3(CC2)OCCO3)c1	-0.3	i	-1.7	0	-2	-11	-0.6	-6	0	-5
CCC1(CCC(C)C)C(=O)NC(=O)N(c2ccccc2)C1=O (stereo not drawn)	0.4	x	-0.9	x	x	x	-0.3	-1	4	9
C1CCCN(C2CCNCC2)CC1	-0.2	i	-9.4	-6	-2	0	-0.8	-1	-25	3
